From PubChem
Pin1 inh = human Pin1 inhibition. Pin1 FP peptide displacement, HiFluor488, 10 min. 390,000 compounds, 0.009% hits. Potency, µM (titrated, usually from 115 µM), for the others: at the top dose activity, negative = inhibition, most hits filed as inhibitors. AID 504891; active means well fitted inhibition curve with a large enough effect in the polarisation, with a control signal flat, not every such curve was filed as active; inconclusive means small, poorly fitted or top-dose-only effect, or effect the other way, or a change in a side signal; inactive means no such curve, though single readings can be large or run the other way; the % refers to the polarisation; further: potency means the concentration at half of the fitted maximal effect; on the % scale 0 is the no-effect control and ±100 the full control effect
Target sequence (Q13526 whole entry, looked up): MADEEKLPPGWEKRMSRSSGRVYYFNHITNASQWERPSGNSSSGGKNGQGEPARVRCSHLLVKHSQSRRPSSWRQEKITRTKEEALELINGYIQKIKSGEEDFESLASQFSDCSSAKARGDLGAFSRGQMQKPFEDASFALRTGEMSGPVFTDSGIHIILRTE
IDH1 R132H inh = human IDH1 R132H inhibition. O75874. IDH1-R132H enzyme, NADPH consumption, diaphorase/resazurin fluorescence. Potency, µM (highest dose often 76.6 µM), inactives show top-dose activity change, negative = inhibition, most hits filed as inhibitors. 390,000 compounds, 0.093% hits; further: potency means the concentration at half of the fitted maximal effect; on the % scale 0 is the no-effect control and ±100 the full control effect; nearly all actives have a fitted effect of over 65% in size
Target sequence (O75874 whole entry R132H, stated change not applied): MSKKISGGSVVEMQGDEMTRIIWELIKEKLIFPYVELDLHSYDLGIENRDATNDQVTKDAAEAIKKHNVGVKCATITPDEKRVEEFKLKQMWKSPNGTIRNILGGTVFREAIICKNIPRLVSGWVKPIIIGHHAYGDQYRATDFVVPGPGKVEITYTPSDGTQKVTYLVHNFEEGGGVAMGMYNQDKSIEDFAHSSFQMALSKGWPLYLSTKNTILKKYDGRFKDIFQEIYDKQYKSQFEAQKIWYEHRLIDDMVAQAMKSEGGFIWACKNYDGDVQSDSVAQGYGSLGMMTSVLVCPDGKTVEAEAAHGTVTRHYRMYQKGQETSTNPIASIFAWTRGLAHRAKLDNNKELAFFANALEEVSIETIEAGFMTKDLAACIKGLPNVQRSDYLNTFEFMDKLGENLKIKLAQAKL
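IDH1-R132H (0.5 ug/mL dispensed) in pH 7.5 Tris buffer was preincubated 30 min with compound, then given a substrate mix of 0.016 mM NADPH and 2 mM alpha-KG for 80 min at room temperature; remaining NADPH was read by diaphorase/resazurin fluorescence.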
rTrxR1 inhibitor = rat TrxR1 inhibition; recombinant rTrxR1, NADPH fluorescence consumption, selenite substrate; 390,000 compounds, 1% hits; Potency, µM (titrated, usually from 114 µM), inactives show at the top dose activity change, negative = inhibition, most hits filed as inhibitors; further: potency means the concentration at half of the fitted maximal effect; on the % scale 0 is the no-effect control and ±100 the full control effect; nearly all actives have a fitted effect of over 65% in size
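Rat TrxR1 (90 nM in the dispensed reagent) was pre-reduced with 400 uM NADPH for 5 min at room temperature, then incubated with compound for 15 min. After 400 uM selenite was added, NADPH fluorescence (Ex 340/Em 450 nm) was followed for 8 min.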
TRHR PAM = allosterically enhances the human TRH receptor | TRHR cells, fluo-8 calcium fluorescence, EC20 TRH enhancement | enhancement, % at 2 µM | 360,000 compounds, 0.66% hits | AID 493056; in the data active means enhancement above about 30%; further: 0% is about no effect
Target sequence (P34981 whole entry, looked up): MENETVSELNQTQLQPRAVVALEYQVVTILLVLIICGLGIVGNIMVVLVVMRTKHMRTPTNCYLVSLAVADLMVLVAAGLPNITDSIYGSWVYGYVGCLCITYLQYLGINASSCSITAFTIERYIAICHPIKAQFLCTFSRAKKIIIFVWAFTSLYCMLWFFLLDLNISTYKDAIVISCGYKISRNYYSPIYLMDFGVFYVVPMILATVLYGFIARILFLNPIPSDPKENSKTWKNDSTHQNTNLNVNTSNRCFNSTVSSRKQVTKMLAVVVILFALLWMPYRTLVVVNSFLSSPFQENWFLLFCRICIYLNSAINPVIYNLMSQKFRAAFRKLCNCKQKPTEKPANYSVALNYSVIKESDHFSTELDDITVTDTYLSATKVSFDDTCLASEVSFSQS
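TRHR-expressing cells loaded with fluo-8 calcium dye were read kinetically (ex 480/em 530) during compound addition, then stimulated with an EC20 of TRH (10 nM final). Enhancement of the Gq-mediated intracellular calcium response was scored.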
TRHR ag = TRH receptor (human) agonism | TRHR cells, calcium flux fluo-8, FDSS agonist mode | 360,000 compounds, 0.18% hits | activation, % at 2 µM; in the data active means activation above about 30%; further: 0% is about no effect
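Steps: seed TRHR cells overnight; add fluo-8 no-wash Ca dye, RT 30 min–1.5 h; record 10 s baseline; pin-transfer compounds; monitor fluorescence 1 cycle/s for the agonist window. Calcium increases flag candidate agonists.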
D2 ag = activates the human D2 dopamine receptor; activation, % at 2 µM; AID 485358; HEK293 T-REx D2 cells, calcium flux agonist mode; P14416; 340,000 compounds, 0.53% hits;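 active means activation over 3 SD above normal in the single-dose calcium agonist read, cut at about 30% in these data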; further: 0% is about no effect
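In this primary screen, compounds producing a positive calcium signal within 180 s of addition to tetracycline-induced, force-coupled HEK293 Trex D2 cells are flagged; cells are dye-loaded with a no-wash calcium kit beforehand.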
TrxR1 substrate = substrates of rat thioredoxin reductase 1 | purified TrxR1 substrate turnover, NADPH consumption readout | Potency, µM (top dose mostly 114 µM), for inactives: at the top dose activity change, negative = substrate turnover | 390,000 compounds, 0.01% hits | O89049; further: potency means the concentration at half of the fitted maximal effect; on the % scale 0 is the no-effect control and ±100 the full control effect; nearly all actives have a fitted effect of over 50% in size
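Rat TrxR1, dispensed at 90 nM, was prereduced with 400 uM NADPH (final) for 5 min at ~22 deg C, then incubated with compound 15 min before 400 uM selenite. A first-read NADPH fluorescence drop versus no-compound background flagged substrates.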
USP1 inh = blocks the human USP1/UAF1 deubiquitinase complex; O94782; recombinant USP1/UAF1, Ub-Rhodamine cleavage fluorescence; Potency, µM (highest dose often 57.1 µM), without a hit: at the highest dose activity change, negative = inhibition, hits mostly inhibitors; 390,000 compounds, 0.23% hits; further: potency means the concentration at half of the fitted maximal effect; on the % scale 0 is the no-effect control and ±100 the full control effect; nearly all actives have a fitted effect of over 60% in size; inactives centre near -12
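USP1/UAF1 complex at 1 nM was preincubated with compound for 15 min at room temperature, then Ub-Rho substrate (150nM final) was added. Fluorescence (480/540 nm) was read kinetically, 6 reads every 60 seconds.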
D2 antagonist = D2 dopamine receptor (human) antagonism; HEK293 TREx D2 cells, calcium flux, dopamine EC80; inhibition, % at 10 µM; 340,000 compounds, 2% hits; AID 485344; in the data active means inhibition above about 30%; further: 0% is about no effect
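Calcium mobilization kinetics were recorded at 1 s intervals in tetracycline-induced HEK293 T-REx D2 cells, first for 180 s after compound addition and then 180 s after EC80 dopamine.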
Numbers without * were called inactive; u = inconclusive; x = no result given; [ ] = another dose, or the depositor's remark. Unless noted, the call rests on the fitted dose curve; in most records, active means well fitted inhibition curve with a large enough effect; inconclusive means small, poorly fitted or top-dose-only effect; inactive means no such curve, though single readings can be large or run the other way. These rows are one share of the data; the hit share may differ from the screen's.

SMILES | Pin1 inh | IDH1 R132H inh | rTrxR1 inhibitor | TRHR PAM | TRHR ag | D2 ag | TrxR1 substrate | USP1 inh | D2 antagonist
CC(Oc1ccc2oc3ccccc3c2c1)C(=O)NC12CC3CC(CC(C3)C1)C2 (centres undefined) | 7% | 7% | 6% | -13 | 0.8 | x | 2% | -23% | x
Cc1ccc(C)c(N2CCN(C3CCCC(C)C3)CC2)c1 (centres undefined) | -2% | 4% | 20%[57.1 µM] | 1 | -0.8 | x | 9%[57.1 µM] | -4% | x
NC(=O)c1ccc(NCCc2ccccc2)c([N+](=O)[O-])c1 | -2% | -1% | 21% | 10 | -1.1 | 1.3 | 2% | -20% | 6
Cc1c(Cc2ccccc2)c(=O)oc2cc(OCC(N)=O)ccc12 | 2% | -6% | 17% | -1 | -0.3 | x | 40%[activator] | -8% | x
COc1cc(OC)cc(C(=O)NN2CCOCC2)c1 | 1% | -8% | 13% | -3 | -0.8 | x | 0% | -5% | 4
CCC(=O)N(CC)c1nc(-c2ccc(OC)cc2)cs1 | -10% | 4% | 10% | -5 | -0.3 | 0.5 | 4% | -21% | 8
Cc1cccc(CC(=O)NCC(=O)NCc2cc(=O)n(C)c(=O)n2C)c1 | -2% | -1% | 6% | -4 | 0.8 | 0.2 | -2% | -29% | 8
Cc1cc(C)cc(NC(=O)CN2CCN(CCN=CC3=C(O)CC(c4ccc(Cl)cc4)CC3=O)CC2)c1 (centres undefined) | 6% | 1% | 12% | -1 | -1.1 | x | 2% | -16% | x
Cc1ccc(S(=O)C(c2ccccc2)c2ccccc2)cc1 (centres undefined) | 0% | 4% | 0%[57.1 µM] | x | x | x | 7%[57.1 µM] | -8% | x
CCc1ccc2c(CN3CCc4cc(OC)c(OC)cc4C3)cc(=O)oc2c1 | 34%[activator] | 2% | 15%[57.1 µM] | -3 | -0.3 | 26 | 9% | -25% | 32*
Cc1ccc(N/N=C(\C#N)C(=O)c2ccsc2)cc1 | -14% | -3% | -9% | 5 | 0.7 | -0.1 | -8% | -7% | 0
N#Cc1nc(-c2ccccc2F)oc1NCc1ccccc1 | 42%[activator] | 20% | 65%[activator] | -8 | 6.1 | -0.9 | 138%[activator] | u | -1
CC(=O)Nc1ccc(C(=O)NCC(c2ccco2)N(C)C)cc1 (centres undefined) | 1% | 3% | -5% | x | x | x | 3% | -21% | x
CC(C)Cc1nnc(NC(=O)Nc2ccccc2)s1 | 3% | 0% | -3%[57.1 µM] | 9 | 0.9 | 0.2 | -8%[57.1 µM] | -11% | -2
O=C(NCC(=O)N(c1ccccc1)C(C(=O)NCC1CCCO1)c1ccccc1)c1ccco1 (centres undefined) | 3% | -8% | 13%[57.1 µM] | -2 | 0.2 | 0.3 | 8%[57.1 µM] | -15% | 4
COc1ccc(S(=O)(=O)N2CCOCC2)cc1NC(=O)COc1ccc2c(C)cc(=O)oc2c1 | 11% | -10% | 21% | x | x | x | 38%[activator] | -8% | x
Cn1cc(CCCC(=O)NCc2ccccc2Cl)c2ccccc21 | -5% | -13% | 33% | -1 | 0.0 | -0.9 | 2% | -29% | x
CC(CNS(=O)(=O)c1ccccc1)Sc1nncn1C (centres undefined) | 7% | 10% | 39% | -2 | 0.2 | 0.1 | 6% | -20% | -8
CCOC(=O)c1cc(S(=O)(=O)NCc2ccc(Cl)cc2)[nH]n1 | -5% | 7% | 17%[57.1 µM] | -5 | -0.2 | -1.0 | 3%[57.1 µM] | -16% | x
COc1ccccc1NC(=O)Nc1cnccn1 | 2% | -10% | 23% | -1 | 0.8 | x | 2% | -6% | -7

Full records as entered above. Values in the order: Pin1 inh | IDH1 R132H inh | rTrxR1 inhibitor | TRHR PAM | TRHR ag | D2 ag | TrxR1 substrate | USP1 inh | D2 antagonist
Cn1cc(CCCC(=O)NCc2ccccc2Cl)c2ccccc21 as listed: -5% | -13% | 33% | -1 | 0.0 | -0.9 | 2% | -29% | x
Cc1ccc(S(=O)C(c2ccccc2)c2ccccc2)cc1 (centres undefined) as listed: 0% | 4% | 0%[57.1 µM] | x | x | x | 7%[57.1 µM] | -8% | x
Cc1ccc(N/N=C(\C#N)C(=O)c2ccsc2)cc1 as listed: -14% | -3% | -9% | 5 | 0.7 | -0.1 | -8% | -7% | 0
Cc1ccc(C)c(N2CCN(C3CCCC(C)C3)CC2)c1 (centres undefined) as listed: -2% | 4% | 20%[57.1 µM] | 1 | -0.8 | x | 9%[57.1 µM] | -4% | x

Continuation:
SMILES | Pin1 inh | IDH1 R132H inh | rTrxR1 inhibitor | TRHR PAM | TRHR ag | D2 ag | TrxR1 substrate | USP1 inh | D2 antagonist
Cc1ccc(N2CC(=O)Nc3c(sc4nc(C)cc(C)c34)C2=O)cc1 | 0% | 3% | -13% | -5 | -0.3 | 0.6 | -8% | -22% | 4
COc1ccc(-n2c(C)nc3cc(C(=O)NCCN4CCOCC4)ccc32)cc1 | 6% | -2% | -5%[57.1 µM] | -1 | 1.0 | -0.3 | 4%[57.1 µM] | 1% | 5
Cc1ccccc1Nc1nc(N)nc(COC(=O)c2cccn2C)n1 | 8% | 13% | 8%[57.1 µM] | 6 | 0.1 | 0.3 | 16%[57.1 µM] | -17% | -13
CC(C)CCn1c(O)c(N=Nc2ccccn2)c2ccccc21 | -5% | 0% | -13% | -2 | 0.5 | x | -10% | -25% | x
CN(C)/N=C/c1ccc(Sc2ccccc2[N+](=O)[O-])o1 | -3% | -5% | -1% | -2 | -1.6 | 0.4 | -9% | -12% | 10
Cc1ccc(NC(=O)Nc2nc3ccc(S(C)(=O)=O)cc3s2)cc1 | 8% | 2% | -2% | 10 | 1.6 | 1.2 | 10%[57.1 µM] | -14% | -12
O=C(Nc1cccc(NC(=O)c2ccc(Br)o2)n1)c1ccc(Br)o1 | u | 12% | 32µM* | -8 | 0.1 | x | 8% | -13% | x
COc1cccc(CC(=O)Nc2cc(C(F)(F)F)ccc2N2CCCC2)c1 | 0% | -6% | 9% | -5 | -0.9 | 0.2 | 0% | -16% | 4
CC1CCN(CCOCCOc2ccccc2-c2ccccc2)CC1 | -10% | 2% | 5% | 1 | 0.7 | -0.1 | -2% | -22% | 56*
O=C(COC(=O)/C=C/c1ccc(S(=O)(=O)N2CCOCC2)cc1)NCc1ccccc1 | -10% | -1% | 10%[57.1 µM] | -6 | 0.0 | 1.7 | 6%[57.1 µM] | -13% | -21
CCN(CC(=O)NCc1cccs1)S(=O)(=O)c1ccccc1Cl | -3% | 3% | 22%[57.1 µM] | 3 | -0.3 | -1.5 | 6%[57.1 µM] | -11% | 29
O=C(CCc1nnc(COc2ccccc2)o1)NCc1ccccc1 | 3% | 5% | 10% | 19 | -1.9 | -0.1 | -2% | -9% | -14
COc1cccc(C(=O)NCC2CCCN(C3CCCCC3)C2)c1OC (centres undefined) | 0% | 3% | 10% | -7 | 0.0 | 0.9 | 1% | -18% | 57*
CCc1ccccc1NC(=O)N1CCC(NC(=O)C(Cc2ccccc2)NC(C)=O)CC1 (centres undefined) | 4% | -8% | -2% | 2 | 0.9 | 0.6 | 2% | -7% | -13
O=S(=O)(/C=C/c1ccccc1)Nc1ccc(F)cc1 | -5% | 5% | 18%[57.1 µM] | 31* | 0.5 | -0.8 | 14%[57.1 µM] | -22% | -5
COC(=O)C1CCN(C(=O)COC(=O)/C=C/c2ccc(O)c(OC)c2)CC1 | -8% | -4% | -12% | x | x | x | -8% | -9% | x
COC(=O)c1ccc(CSc2nnc(-c3ccc4c(c3)OCO4)n2-c2ccccc2)o1 | 13% | 10% | -4% | 5 | -0.3 | -1.6 | -1% | -20% | 0
CCN(CC)S(=O)(=O)c1cccc(S(=O)(=O)N2CCCCC2)c1 | -1% | 7% | 9% | -8 | -0.2 | 36* | 9% | -19% | -3
Cc1cccc(C(=O)NNC(=O)c2ccccc2C)c1 | -6% | -6% | -3% | 2 | 0.3 | 1.1 | -4% | -3% | -16
CCOc1ccc(C2C(C#N)=C(N)Oc3cc(C)n(Cc4ccco4)c(=O)c32)cc1OC (centres undefined) | 12% | -2% | -1% | -2 | -0.6 | -1.6 | 2% | 0% | -8
CSc1nnc(-c2ccccc2Cl)o1 | 5% | 3% | 15% | -1 | 0.2 | -0.4 | 3% | -11% | -1
C[S+](CC[C@H](N)C(=O)O)C[C@H]1O[C@@H](n2cnc3c(N)ncnc32)[C@H](O)[C@@H]1O (some centres undefined) | -1% | -4% | -26% | 6 | 2.7 | 0.8 | 2% | -21% | -4
COC(=O)c1cccc(NC(=O)CCNC(=O)c2ccc([N+](=O)[O-])cc2)c1 | -3% | -1% | 4% | 12 | -0.3 | -0.2 | 0% | -15% | -1
COCC(C)n1c(SCC(=O)NC(=O)Nc2ccc3c(c2)OCCO3)nc2ccccc2c1=O (centres undefined) | 16% | 1% | 23% | 6 | -0.2 | -0.7 | 4% | 3% | -2
CCC(C)[C@H](N)c1nnc(SCc2cccc(F)c2)o1 (some centres undefined) | 5% | 11% | 4% | 25 | -1.6 | 0.8 | 6% | -6% | -1
Cc1[nH]n(-c2ncc(-c3ccc(Cl)cc3)s2)c(=O)c1C(c1ccc(Cl)cc1)C(C#N)C#N (centres undefined) | x | u | 11µM* | 4 | 0.0 | 0.1 | -8% | -13% | -17
Cc1ccc(CNC(=O)CSc2nc(N3CCCCC3)nc(N3CCCCC3)n2)cc1 | 4% | -1% | 8%[57.1 µM] | 0 | -0.4 | 0.8 | -9%[57.1 µM] | -19% | -13
CS(=O)(=O)N(CC(N)=O)Cc1ccc(Cl)cc1 | 1% | 0% | 9% | -9 | -0.1 | 1.3 | 9% | 7% | 30
Cc1cc2c(ncn2Cc2ccccc2)c(N)c1C | -11% | 14% | 21%[57.1 µM] | -6 | -0.1 | 2.2 | 5%[57.1 µM] | -4% | -11
O=C(CN1C2CCCC1CC(NC(=O)C1CCCCC1)C2)Nc1ccccc1C(F)(F)F (centres undefined) | -8% | 1% | 14% | -6 | -0.3 | 0.4 | -6% | 5% | -10
